# Assay outcomes as filed in PubChem BioAssay.
# HRas wt GTP: changes GTP binding to wildtype human HRas; GTP binding activity, % at 10 µM; 190,000 compounds, 0.14% hits; GST-Ras wt beads, Bodipy-FL-GTP binding, flow cytometry; actives lie on both sides; P01112; AID 759;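 active = GTP binding activity at least 20% away from the 100% baseline, either lowered as inhibitor or raised as activator; inconclusive = flagged as likely green fluorescent, judged across all proteins in the well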;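 also: 0% = unlabeled GTP competition control and 100% = no-compound control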
# Rac1 act GTP bind: human Rac1 activated mutant GTP binding change | P63000 | GST-Rac1 activated beads, fluorescent GTP binding, flow cytometry; actives lie on both sides; 100% means binding = to untreated wells | percent activity (GTP binding), % at 10 µM | 190,000 compounds, 0.11% hits | AID 764;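 active = GTP binding at least 20 percentage points away from the 100% baseline, in either direction, so actives lie on both sides; inconclusive = Compound likely fluorescent itself, or too few beads counted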
# ABCG2 block: blocks JC-1 efflux by human ABCG2 transporter. Q9UNQ0. IgMXP3 cells, flow cytometry. inhibition, % at 6.6 µM. 190,000 compounds, 0.1% hits. AID 1325;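 active = inhibition above 80%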;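 also: 0% = DMSO and 100% = nicardipine control wells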
#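 Assay system – ABCG2 IgMXP3 and barcoded ABCB1 CCRF-Adr cell mix · Input – 3 million cells/mL in well · Reagent – JC-1 fluorescent substrate · Compound – single test compound dose, 6.6 µM final · Timing – 10 min exposure at 25 °C with rotation, no wash · Detection – flow cytometry of retained JC-1 fluorescence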
# Rab7 wt modul: dog Rab7 wildtype GTP binding, inhibitors and activators. GST-Rab7 beads, fluorescent GTP binding, flow cytometry; actives lie on both sides; untreated = 100%, excess cold GTP = 0%. GTP binding activity (percent of control), % at 10 µM. 190,000 compounds, 0.055% hits. AID 758;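 active = fluorescent GTP binding to Rab7 beads changed by at least 20 points from the 100% baseline, either direction, mostly lower; inconclusive = compound itself probably fluorescent, or too few beads counted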;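 also: median green fluorescence of bound Bodipy-FL-GTP per Rab7 bead population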
# Avidin fluor: avidin bead compound fluorescence profile; 220,000 compounds, 0.38% hits; fluorescence (KMESF) at 10 µM; Avidin beads, compound fluorescence 488/530 nm, flow cytometry; stronger effect = higher value; in the data active = fluorescence above about 47; also: inactives centre near 10
# ABCB1 block: human ABCB1 inhibition, ABCG2 as counter-screen; P08183; CCRF-Adr cells, JC-1 efflux, flow cytometry; inhibition, % at 6.6 µM; 190,000 compounds, 0.067% hits; AID 1326; in the data active = inhibition above about 40%;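 also: 0% = vehicle and 100% = reference inhibitor; higher value means more JC-1 retained so stronger ABCB1 efflux block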
# GSH fluor: compound fluoresces at 488/530 nm on GSH beads | 190,000 compounds, 0.25% hits | AID 1776 | fluorescence (KMESF) at 10 µM | GSH beads flow cytometry, compound fluorescence 488/530 nm; stronger effect = higher value; in the data active = fluorescence above about 89;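 also: glutathione beads carrying GST-tagged Bcl family fusion proteins plus one bare bead set; values are compound well signal with DMSO vehicle wells as background; inactives centre near 16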
# Pf gametocyte: kills late stage P. falciparum gametocytes; P. falciparum stage V gametocytes, ATP luminescence, 24 h; inhibition, % at 10.9 µM; 150,000 compounds, 0.065% hits;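 active = inhibition above the mean plus 3 SD of compounds within the control limits, set per campaign, cut at about 38% in these data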;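 also: 0% = DMSO wells and 100% = medium only without gametocytes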
# Cdc42 wt GTP: changes GTP binding to wildtype human Cdc42; percent activity (GTP binding), % at 10 µM; 190,000 compounds, 0.2% hits; GST-Cdc42 beads, Bodipy-GTP binding, flow cytometry; actives lie on both sides;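 active = percent activity GTP binding at least 20 points away from the 100% baseline, either down as inhibitor or up as activator; inconclusive = compound flagged as likely green fluorescent from well-wide comparison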;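 also: median bead fluorescence of bound Bodipy-FL-GTP at 100 nM; 0% = excess unlabeled GTP control and 100% = no compound control; below 100% means less GTP binding so inhibitor and above means activator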
# Rac1 wt modul: modulators of human Rac1 wildtype GTP binding; GST-Rac1 beads, fluorescent GTP binding, flow cytometry; actives lie on both sides; 0 = cold GTP competed, 100 = untreated; GTP binding activity (% of control), % at 10 µM; 190,000 compounds, 0.27% hits; P63000;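 active = GTP binding activity at least 20 points away from the 100% control level, either lower or higher; inconclusive = compound flagged as likely green fluorescent, judged across all proteins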
# Rab2 wt GTP: changes GTP binding to wildtype dog Rab2A, up or down. GTP binding activity, % at 10 µM. 190,000 compounds, 0.19% hits. GST-Rab2 wt beads, Bodipy-GTP binding, flow cytometry. P61105;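 active = GTP binding activity at least 20 points away from 100%, either lowered or raised; inconclusive = signal likely due to the compound's own green fluorescence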;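 also: 0% = beads with excess unlabeled GTP and 100% = no-compound control corrected for plate trend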
# Numbers without * were called inactive; ? = inconclusive; . = no result given.
SMILES,HRas wt GTP,Rac1 act GTP bind,ABCG2 block,Rab7 wt modul,Avidin fluor,ABCB1 block,GSH fluor,Pf gametocyte,Cdc42 wt GTP,Rac1 wt modul,Rab2 wt GTP
O=C(CSc1nncc2ccccc12)N1CCOCC1,99,96,1,99,38,0.3,13,.,98,99,97
Cc1ccn2cc(CNC(=O)c3cccs3)nc2c1,94,94,1,98,4,0.4,26,.,93,96,96
CC(C)[C@H](NS(=O)(=O)c1ccccc1)C(=O)OCn1nnc2ccccc2c1=O,101,102,12,101,13,1.8,33,.,104,105,100
CC1=CC(C)(C)N(C(=O)Nc2ccccc2)c2ccccc21,96,96,1,98,5,0.6,9,16,94,96,97
CCc1ccc(-n2cc(-c3ccc(F)cc3)[n+]3c2SCCC3)cc1,91,93,-1,89,9,-0.8,13,14,92,91,97
Cc1cc(C)cc(NC(=O)CSc2nnc(Cc3cccn3C)n2-c2ccc(F)cc2)c1,96,96,2,101,12,0.4,21,.,95,100,97
CN(C)c1ccc(/C=C(/NC(=O)c2ccccc2)C(=O)N/N=C/c2ccc([N+](=O)[O-])c(O)c2)cc1,95,94,1,98,7,0.0,58,1,94,95,95
NSc1nc(N)c2nc(-c3ccccc3)c(-c3ccccc3)nc2n1,90,92,-1,100,6,-0.7,7,11,87,87,92
COC(=O)c1onc(-c2ccccc2)c1C(=O)OC,101,99,7,102,13,0.2,34,.,102,101,99
CN1CCN(C(=O)C2CC(c3c(F)cccc3Cl)=NO2)CC1 (stereo not given),104,102,0,100,16,0.0,23,.,105,106,104
COC(=O)c1ccc(C(=O)OC)c(NC(=O)Nc2ccc3c(c2)OCO3)c1,100,99,0,101,6,0.1,30,.,99,103,100
Cc1ccc(NC(=O)/C(=C/c2cccc([N+](=O)[O-])c2)NC(=O)C2CCCCC2)cc1,?,?,0,?,34,0.0,10,16,?,?,?
O=C(NCCCN1CCOCC1)c1cc(C(=O)C2CCCCC2)c[nH]1,?,?,0,?,12,0.0,13,6,?,?,?
O=C(COC(=O)c1ccc2c(c1)C(=O)N(CCc1ccccc1)C2=O)Nc1ccc(OC(F)F)cc1,105,101,0,105,17,0.0,7,-9,108,107,101
CCOC(=O)CN(C(=O)CSc1nnc(CNc2ccc(F)cc2)n1C)c1ccccc1,102,99,6,102,9,1.0,12,10,102,104,100
Cc1nn(C(C)C(=O)Nc2ccc(Cl)cn2)c(C)c1[N+](=O)[O-] (stereo not given),99,97,3,101,10,0.7,9,1,99,98,99
C/C(=N\NC(=O)c1ccc(Cl)cc1)c1cccc(NC(=O)c2cccnc2)c1,99,101,11,99,4,0.4,13,.,100,102,99
COc1ccc(C)cc1S(=O)(=O)Nc1ccccc1C,101,98,2,100,33,0.4,12,21,101,100,100
O=[N+]([O-])c1cc(S(=O)(=O)Nc2ccccc2)ccc1N1CCN(c2ccc(O)cc2)CC1,93,93,-4,94,8,-0.2,10,-5,93,95,93
Cc1cccc(OCCn2cc(/C=N/NC(=O)c3ccncc3)c3ccccc32)c1,102,101,1,102,7,0.2,12,.,104,108,102
CCOc1cccc(CNCCNC(=O)c2nonc2N)c1,102,99,-7,101,20,-5.1,29,-17,102,103,105
O=C(NCCc1nc2ccccc2[nH]1)/C(=C/c1ccco1)NC(=O)c1ccc(Br)cc1,98,98,10,97,14,-0.2,18,-8,99,99,99
CCOc1ccc(-n2cnnn2)cc1S(=O)(=O)N1CCCCC1,98,96,3,99,3,0.5,9,.,103,103,99
Nc1ccccc1SCc1ccccc1,95,94,1,92,10,-0.7,12,-10,95,97,100
O=C(O)CSCC(=O)NCc1ccccc1,98,96,5,97,4,1.2,28,16,95,94,97
O=C1c2ccc(Oc3ccc4c(c3)C(=O)N(CCCCO)C4=O)cc2C(=O)N1CCCCO,100,100,4,99,31,0.5,14,.,103,104,99
O=C(c1ccc(N2CCOCC2)c([N+](=O)[O-])c1)N1CCN(S(=O)(=O)c2cccs2)CC1,94,92,1,94,11,0.4,14,-21,95,96,97
CCOc1cccc(C(=O)Nc2ccncc2)c1,94,94,11,97,10,0.2,15,-13,96,95,95
Cc1nnc(-c2ccccc2)[nH]c1=O,100,98,4,92,12,0.2,18,-8,99,100,97
COc1ccc(Cl)cc1C(=O)CSc1nc(N)cc(N)n1,99,96,1,94,8,-0.3,43,-4,101,97,99
CC(C)(C)c1ccc(-c2nc(C#N)c(NCc3cccnc3)o2)cc1,100,101,2,99,42,0.2,15,-20,103,103,100
COc1cc2c(C(=O)N3CCN(C)CC3)c(CSc3ccccc3)n(C)c2cc1Br,89,94,0,101,11,1.8,12,.,89,95,90
Cc1ccc(NC(=O)CCNC(=O)c2ccccc2Cl)cc1S(=O)(=O)N(C)C,99,101,3,99,8,0.4,5,-6,100,106,98
CCCNC(=O)c1ccc(Cl)c(Cl)c1,102,100,0,102,35,0.1,20,.,105,106,102
CCC(=O)c1ccc(N2CCN(C(=O)c3ccccc3)CC2)c(F)c1,96,95,9,95,7,0.8,11,-14,97,100,96
O=C(C1CCCO1)N(Cc1ccccc1)c1ccccc1 (stereo not given),99,99,10,97,12,1.2,32,.,102,106,98
O=C(c1oc2ccccc2c1N1CCCCC1)N1CCCCC1,103,100,2,102,12,0.2,17,-14,104,101,105
Nc1nnc(SCc2ccc(F)cc2)n1-c1ccccc1,101,101,0,99,23,0.1,23,4,104,106,100
O=C(c1ccccc1)N1CCN(Cc2ccccc2)CC1,99,97,1,102,5,0.2,15,.,98,102,97
Cn1c(SCc2ccc([N+](=O)[O-])cc2)nnc1-c1cccnc1,96,94,12,94,11,0.8,15,-2,97,98,94
CCOCCCNC(=O)C1CCN(S(=O)(=O)N(CC(C)C)CC(C)C)CC1,101,100,2,100,10,1.8,25,.,100,100,99
CCOC(=O)COc1c(/C=N\OC)cc(Cl)cc1OC,100,96,2,105,24,0.6,11,5,99,100,99
Cc1ccc(-n2nc(C)c3c2OC(N)=C(C#N)C3c2ccoc2)cc1 (stereo not given),98,97,1,96,18,-0.3,6,.,97,96,96
Cc1ccc(C)c(N(Cc2ccccc2F)S(C)(=O)=O)c1,99,98,1,98,12,1.0,11,-15,100,102,99
CS(=O)(=O)N1CCC(C(=O)NCc2ccc(Cl)cc2Cl)CC1,100,94,0,110,9,0.0,25,-16,98,102,102
Cc1cc(C)n(-c2ccc(Cl)c(C(=O)Nc3ccc(OC(F)(F)F)cc3)n2)n1,96,96,2,99,6,1.2,10,-9,95,103,97
Cc1onc(-c2c(Cl)cccc2Cl)c1C(=O)N1CCN(c2ncccn2)CC1,97,98,2,100,12,2.7,16,-10,95,101,96
CCC(=O)NC(=S)Nc1cccc(NC(=O)c2ccc(Cl)cc2Cl)c1,100,97,0,99,14,-0.3,26,-17,101,98,98
Cc1ccc(S(=O)(=O)N(C)CCCC(=O)N2CCN(C=O)CC2)cc1,95,97,10,99,5,1.4,12,.,96,96,97
CCCCCn1c(=O)[nH]c2cc(C(=O)NCc3ccccn3)ccc2c1=O,95,91,1,98,25,0.2,21,9,95,90,95
CC(C)CNc1cc(Cl)c(S(=O)(=O)NCC(C)C)cc1C(=O)O,101,97,1,98,85*,-0.2,30,13,102,105,96
Cc1cc(Cl)c(S(=O)(=O)NCc2ccncc2)cc1OCC(N)=O,96,93,2,97,12,0.3,13,.,97,96,97
CCCCN1C(=S)NC[C@@H]1c1ccccc1,99,98,2,97,6,0.9,21,.,103,99,98
CC(C)CN(CC(C)C)S(=O)(=O)N1CCC(C(=O)NCCc2ccc(Cl)cc2)CC1,93,89,19,92,12,1.4,34,1,91,86,88
Cc1cc(C)n(Cc2nc3ccccc3n2C)n1,102,99,3,103,18,3.6,32,.,102,103,101
CSc1ccc(-c2nnn(CC(=O)NCc3ccccc3)n2)cc1,102,100,0,101,6,0.2,47,22,103,103,104
COc1c(C)cc(C(=O)C2CCCN(C(=O)c3cccc(-n4cccn4)c3)C2)cc1C (stereo not given),95,93,0,103,6,1.0,15,-27,92,95,97
CC1Cc2cc(/C(O)=C3/C(=O)C(=O)N(CCCn4ccnc4)C3c3cccnc3)ccc2O1 (stereo not given),101,99,2,103,25,0.4,54,0,99,105,102
Cc1ccc(NC(=O)CSc2nc(NS(=O)(=O)c3ccc(C)cc3)cc(=O)[nH]2)cc1,106,95,1,107,19,0.3,12,-28,102,99,104
Cc1ccc(SCC(=O)Nc2ccc(S(=O)(=O)Nc3ncccn3)cc2)cc1,97,91,-1,101,9,-0.7,17,-25,97,96,96

# Part of the list above in order of length of the SMILES, falling:
SMILES,HRas wt GTP,Rac1 act GTP bind,ABCG2 block,Rab7 wt modul,Avidin fluor,ABCB1 block,GSH fluor,Pf gametocyte,Cdc42 wt GTP,Rac1 wt modul,Rab2 wt GTP
CC1Cc2cc(/C(O)=C3/C(=O)C(=O)N(CCCn4ccnc4)C3c3cccnc3)ccc2O1 (stereo not given),101,99,2,103,25,0.4,54,0,99,105,102
COc1c(C)cc(C(=O)C2CCCN(C(=O)c3cccc(-n4cccn4)c3)C2)cc1C (stereo not given),95,93,0,103,6,1.0,15,-27,92,95,97
CSc1ccc(-c2nnn(CC(=O)NCc3ccccc3)n2)cc1,102,100,0,101,6,0.2,47,22,103,103,104

# (continued)
SMILES,HRas wt GTP,Rac1 act GTP bind,ABCG2 block,Rab7 wt modul,Avidin fluor,ABCB1 block,GSH fluor,Pf gametocyte,Cdc42 wt GTP,Rac1 wt modul,Rab2 wt GTP
COc1ccc(COC(=O)N/C=C/c2ccco2)cc1,94,95,10,98,9,0.8,18,-20,98,100,97
CCOC(=O)CN(C(=O)CSc1nnc(-c2cccc(OC)c2)o1)c1ccc(F)cc1,105,101,2,102,11,0.9,14,-2,110,105,100
Cc1cccc(NC2=NC(=S)N(c3ccc(C(=O)O)cc3)C23CCCCC3)c1,96,96,2,98,30,0.4,8,.,97,98,95
CCNC(=O)C(Sc1ccccc1)c1ccccc1 (stereo not given),96,96,6,99,21,2.6,21,-6,95,102,96
COC(=O)CSc1nc(N)c(C#N)c(CC(C)C)c1C#N,100,99,5,99,8,0.1,22,11,101,103,100
CCOC(=O)Cn1nnc(-c2ccccc2)n1,92,93,1,89,22,0.2,19,.,94,99,93
COc1ccc(NC(=O)C/C(C)=N/NC(=O)C(=O)NC(C)C)c(OC)c1,97,97,-1,105,22,-0.3,9,-1,92,100,97
COc1cc(C(=O)NCCOc2ccc(F)cc2)c(Br)c(OC)c1OC,98,94,6,93,11,0.9,15,-10,98,98,97
Cc1ccc(S(=O)(=O)Nc2cccc(NC(=O)CN3CCCCC3)c2)cc1,104,102,0,102,14,0.1,23,18,104,104,106
